MazEF act = activators of E. coli MazEF toxin-antitoxin RNase; 350,000 compounds, 0.32% hits; AID 504720; FAM/BHQ RNA-DNA oligo cleavage fluorescence, 5 h; activation, % at 20 µM; in the data active = activation above about 50%
Target sequence (P0AE70 whole entry, looked up): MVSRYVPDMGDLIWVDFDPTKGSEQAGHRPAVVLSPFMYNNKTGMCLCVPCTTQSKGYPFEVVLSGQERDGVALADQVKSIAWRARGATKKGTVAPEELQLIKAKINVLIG
Y pestis TopoI = Y. pestis Topo-I inhibition via cleavage products; Y. pestis Topo-I cleavage product accumulation, plate reader; activity, % at 10 µM; 360,000 compounds, 0.064% hits; in the data active = activity above about 50%, passing the limit was not always enough; also: inactives centre near 2
Rv3671c inh = Rv3671c (M. tuberculosis) protease inhibition. P9WHR9. inhibition, % at 5.96 µM. 320,000 compounds, 0.048% hits; in the data active = inhibition above about 38%;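 also: extracellular domain of Rv3671c used as enzyme; 0% = enzyme with DMSO and 100% = no enzyme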
Target sequence (P9WHR9 whole entry, looked up, the tested form may be a part): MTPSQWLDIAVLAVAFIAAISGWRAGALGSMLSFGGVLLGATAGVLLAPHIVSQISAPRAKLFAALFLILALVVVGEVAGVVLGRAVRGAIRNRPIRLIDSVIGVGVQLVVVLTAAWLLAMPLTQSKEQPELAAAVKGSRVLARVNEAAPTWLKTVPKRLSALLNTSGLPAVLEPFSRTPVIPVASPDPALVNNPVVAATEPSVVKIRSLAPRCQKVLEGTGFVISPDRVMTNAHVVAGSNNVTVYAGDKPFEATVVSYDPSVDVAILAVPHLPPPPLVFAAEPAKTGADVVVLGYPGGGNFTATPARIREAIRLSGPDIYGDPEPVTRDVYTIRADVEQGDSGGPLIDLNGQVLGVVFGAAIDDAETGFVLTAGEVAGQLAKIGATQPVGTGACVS
CCHF vOTU inh = blocks the CCHF virus ovarian tumor domain protease; CCHFV vOTU protease, Pep-AMC fluorescence; inhibition, % at 11.5 µM; 370,000 compounds, 0.55% hits; in the data active = inhibition above about 30%; also: 0% = vehicle wells with enzyme and 100% = no enzyme wells
PrPC surface inh = reduces human prion protein on the cell surface | cell surface PrPC, TR-FRET read-out | inhibition, % at 13.8 µM | 370,000 compounds, 0.43% hits; in the data active = inhibition above about 24%; also: 0% = median of the test wells and 100% = reference compound wells
BH1578 lux ind = quorum light induction in luxS cqsA deficient V. cholerae; V. cholerae BH1578 lux reporter, luminescence, 6 h; activation, % at 18.7 µM; 350,000 compounds, 0.16% hits; AID 588436; in the data active = activation mostly above about 9.7%, no sharp cut-off; also: not every result past the cut was called active; inactives centre near 0; reference of the scale not given here
TcdB inh = TcdB glycohydrolase inhibition. inhibition, % at 9.99 µM. AID 652162. TcdB glycohydrolase enzymatic assay, plate reader. 350,000 compounds, 0.24% hits; in the data active = inhibition above about 10%
DUSP3 inh = blocks human VHR1 dual specificity phosphatase. inhibition, % at 13.3 µM. 290,000 compounds, 0.52% hits. P51452. recombinant VHR phosphatase, pNPP absorbance; in the data active = inhibition above about 50%; also: some compounds called inactive have numbers as strong as hits
Target sequence (P51452 whole entry, looked up): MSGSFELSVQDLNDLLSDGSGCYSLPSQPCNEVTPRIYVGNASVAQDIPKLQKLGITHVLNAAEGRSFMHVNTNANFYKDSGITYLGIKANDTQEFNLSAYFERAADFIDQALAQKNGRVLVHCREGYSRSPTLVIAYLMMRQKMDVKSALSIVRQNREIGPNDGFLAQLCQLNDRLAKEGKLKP
SARS 3CLpro inh = SARS-CoV 3CLpro protease inhibition | inhibition, % at 6 µM | P0C6X7 | AID 1706 | 290,000 compounds, 0.14% hits | recombinant SARS-CoV 3CLpro, quenched FRET peptide cleavage; in the data active = inhibition above about 12%
PriA SSB inh = blocks PriA binding to SSB C-terminal tail; AlphaScreen SSBct-PriA binding, biotinylated peptide; inhibition, % at 33 µM; 430,000 compounds, 0.6% hits; AID 1272365; in the data active = inhibition mostly above about 37%, no sharp cut-off; inactive = mostly below about 20%;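 also: plate controls were negative control peptide for no effect and reference peptide for full effect; strong numbers were not always called active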
An asterisk follows results filed as active; i = inactive; . = no result given; & = joins results of further samples. Only part of the results is shown; rates above refer to the full screens.

compound	MazEF act	TcdB inh	SARS 3CLpro inh	Rv3671c inh	PrPC surface inh	CCHF vOTU inh	Y pestis TopoI	BH1578 lux ind	DUSP3 inh	PriA SSB inh
O=C(NC(c1ccccc1)c1cnccn1)C1CCN(CCCOc2ccccc2)CC1 (configuration not stated)	.	0.3	.	.	-13	0	1	-1.2	.	.
O=C1CCC(=O)N1c1ccc(NCCc2ccccc2F)c([N+](=O)[O-])c1	7	2.0	4	-1	-2	13	0	-0.4	18	3
Cc1ccccc1NN1C(=O)C=CC1=O	4	.	7	-4	-4	4	6	.	5	-20
CCNC(=S)Nc1ccc(Cc2ccncc2)cc1	-9	-0.3	1	0	3	-16	8	1.2	6	-4
COc1cc(OC)c(NC(=O)CCCNC(=O)Cn2cnc3sc(C)c(C)c3c2=O)cc1Cl	-1	1.2	0	1	1	4	-3	-0.1	-7	-2
O=C(CCCOc1ccccc1)N1CCCCC1	-4	.	1	1	13	2	0	i	10	-5
CC1(C)Oc2ccc3ccc(=O)oc3c2/C(=C/Nc2ccccc2)C1=O	7	.	-1	-3	3	8	32	i	-8	.
Cc1[nH]n(-c2ccccc2)c(=O)c1C1(C(F)(F)F)C(=O)N(c2ccc(F)cc2)C2=C1C(=O)CC(C)(C)C2 (configuration not stated)	1	0.3	-4	-4	2	0	1	.	0	-4
CCCN(C(=O)CSc1nnc(N)s1)c1c(N)n(Cc2ccccc2)c(=O)[nH]c1=O	4	-0.3	.	4	0	-6	4	i	.	-2
Clc1ccc(-c2nc3nc4ccccc4nc3n2Cc2ccco2)cc1	8	.	-3	-7	-18	3	1	0.8	12	-1
O=c1[nH]nc(Cc2ccc([N+](=O)[O-])cc2)c2ccccc12	8	1.6	1	4	-14	-10	9	1.9	21	-8
CC(C(=O)OCC(=O)c1ccccc1)N1C(=O)c2ccccc2C1=O (configuration not stated)	0	0.1	4	9	-4	-10	-1	1.1	-2	-3

Reformatted with each value named: entries from further up.
Structure: O=C1CCC(=O)N1c1ccc(NCCc2ccccc2F)c([N+](=O)[O-])c1
  MazEF act: 7; TcdB inh: 2.0; SARS 3CLpro inh: 4; Rv3671c inh: -1; PrPC surface inh: -2; CCHF vOTU inh: 13; Y pestis TopoI: 0; BH1578 lux ind: -0.4; DUSP3 inh: 18; PriA SSB inh: 3

Structure: Cc1ccccc1NN1C(=O)C=CC1=O
  MazEF act: 4; TcdB inh: .; SARS 3CLpro inh: 7; Rv3671c inh: -4; PrPC surface inh: -4; CCHF vOTU inh: 4; Y pestis TopoI: 6; BH1578 lux ind: .; DUSP3 inh: 5; PriA SSB inh: -20

Structure: CCNC(=S)Nc1ccc(Cc2ccncc2)cc1
  MazEF act: -9; TcdB inh: -0.3; SARS 3CLpro inh: 1; Rv3671c inh: 0; PrPC surface inh: 3; CCHF vOTU inh: -16; Y pestis TopoI: 8; BH1578 lux ind: 1.2; DUSP3 inh: 6; PriA SSB inh: -4

Structure: COc1cc(OC)c(NC(=O)CCCNC(=O)Cn2cnc3sc(C)c(C)c3c2=O)cc1Cl
  MazEF act: -1; TcdB inh: 1.2; SARS 3CLpro inh: 0; Rv3671c inh: 1; PrPC surface inh: 1; CCHF vOTU inh: 4; Y pestis TopoI: -3; BH1578 lux ind: -0.1; DUSP3 inh: -7; PriA SSB inh: -2

Further compounds.
compound	MazEF act	TcdB inh	SARS 3CLpro inh	Rv3671c inh	PrPC surface inh	CCHF vOTU inh	Y pestis TopoI	BH1578 lux ind	DUSP3 inh	PriA SSB inh
O=C(CSc1nc(=O)n(CCCN2CCOCC2)c2c1CCCC2)Nc1ccccc1Cl	3	0.3	.	1	-4	-14	19	-2.3	.	-6
Cc1ccc(-c2cnc(NC(=O)c3cccc(Br)c3)s2)c(C)c1	4	0.3	5	-16	-1	-12	0	i	22	-9
CC(=O)NC(c1ccccc1)c1nc(-c2cccs2)cs1 (configuration not stated)	.	0.2	.	.	-15	3	4	-0.5	.	.
Cc1ccc(C(=O)NS(=O)(=O)c2ccc(N=NN(C)C)cc2)cc1	2	3.1	4	-2	18	-2	3	i	-10	-7
Cc1cc(NCc2ccccn2)ccc1Br	-11	-0.1	1	4	6	7	-3	i	27	-16
C[C@H](CO)N1C[C@H](C)[C@@H](CN(C)C)OCc2cnnn2CCCC1=O	3	-0.2&0.1&-0.4	.	.	4	-3	11	i	.	.
C=CCNC(=O)C1CC2Cn3c(nc4cc(C)c(C)cc43)C2N1C (configuration not stated)	6	1.1	.	-6	0	-6	1	i	42	-7
COCCOC(=O)C1=C(C)NC(=O)CC1c1cc2c(cc1Br)OCO2 (configuration not stated)	0	.	-6	2	0	-13	-11	i	-1	-4
Cc1cc(C)nc(/N=C(\N)Nc2ccc(-c3ccccc3)cc2)n1	7	0.5	3	-1	11	-4	1	2.9	4	.
CC1=NN(c2ccccc2)C(=O)C1C=Nc1ccc(N(C)C)cc1 (configuration not stated)	-10	-27	-1	-14	-3	30*	-15	-0.5	41	-6
Cc1cc(C(=O)N2CCN(c3cccc(Cl)c3)CC2)c(C)o1	-5	.	-1	-1	9	2	21	4.5	-23	13
COc1ccc(NC(=O)/C(C#N)=C\c2ccc(Br)o2)cc1	-26	0.2	6	-4	-5	-11	3	-3.7	7	2
COc1cc2c(=O)n(CCC(=O)NCC3CCCO3)c(=O)n(CC(=O)c3ccc(Cl)cc3)c2cc1OC (configuration not stated)	10	1.6	-7	3	8	-9	22	-2.6	51*	4
COc1ccc(-n2c(CCC(=O)O)ccc2-c2ccccc2)cc1	4	-0.7	-3	-3	12	12	3	-0.6	3	5
O=C1c2ccccc2CC1Sc1nnc(-c2ccncc2)o1 (configuration not stated)	5	.	3	-7	2	-5	1	9.1	7	-9
CN(Cc1nc2ccccc2c(=O)[nH]1)C(=O)c1ccc(S(=O)(=O)N(C)C)cc1	16	.	4	-6	4	-18	8	-0.2	23	5
CS(=O)(=O)N(CC(=O)NCCc1ccccc1)c1cccc([N+](=O)[O-])c1	-2	0.1	-9	-6	-12	-7	2	-0.7	15	-7
Cc1ccc(NC(=S)N2CCn3cccc3C2c2cccnc2)cc1 (configuration not stated)	-12	.	2	-4	-9	4	-13	0.1	21	-8
Cc1ccc(S(=O)(=O)N2CCC(NC(=O)OC(C)C)CC2)cc1	13	-1.2	-3	4	-4	-6	-7	-0.4	26	-10
O=C(CSc1ccc2nnc(CCNC(=O)c3ccccc3)n2n1)NCc1ccco1	-3	0.8	-7	-4	-2	-1	4	i	2	12&-1
CCN(CC(=O)Nc1ccc(NC(C)=O)cc1)C(=O)c1ccc(=O)n(C)n1	5	-4.9	.	3	-2	0	1	i	.	3
CC1CCN(S(=O)(=O)c2ccc3c(c2)c(=O)c(C(=O)N2CCCCC2)cn3C)CC1	3	.	3	9	-2	6	0	-0.2	1	5
CCOc1cc(/C=N/NC(=O)c2cccc([N+](=O)[O-])c2)ccc1OS(=O)(=O)c1ccccc1	5	.	0	-81	-2	-4	-1	-0.3	27	.
Cc1ccc(N(CCC(=O)N2CCOCC2)S(=O)(=O)c2ccccc2)cc1	5	0.0	.	3	11	-3	-3	i	.	-4
Cc1nc2c3cnn(-c4ccccc4)c3ncn2n1	6	.	4	-5	-1	-11	-6	i	6	-10
Cc1nn(CC(=O)Nc2ccccn2)c(C)c1Br	1	.	1	-5	-2	-13	6	-0.3	2	3
O=C(COC(=O)CCS(=O)(=O)c1ccccc1)Nc1ccc(N2CCCCC2)cc1	8	0.3	.	4	-5	14	14	-1.2	.	0
Cn1c(=O)c(=O)n(C)c2cc(S(=O)(=O)CCC(=O)Nc3c(F)c(F)c(F)c(F)c3F)ccc21	-6	3.0	2	9	-1	-4	2	-0.2	18	0
COc1ccc(-c2sc(Nc3ccc(F)c(F)c3F)nc2CCC(=O)NN)cc1	2	0.7	-5	13	-1	8	-27	i	22	17
CN(C(=O)CSc1ccc(S(=O)(=O)N2CCCCC2)cn1)c1ccccc1	-3	-1.0	.	9	-5	-2	24	3.1	.	9
O=[N+]([O-])c1cncc([N+](=O)[O-])c1Nc1ccccc1Cl	1	-0.3	1	-6	-27	16	-5	0.0	13	35
O=C1NC(=Nc2ccccc2)S/C1=C\c1cccs1	-6	1.6	-1	-13	-2	10	-8	-0.6	16	-6
OCCN=c1cc(-c2ccccc2)oc2ccc(Cl)cc12	12	.	3	-1	.	.	-8	-2.0	20	-8
O=C(NC(NC(=S)Nc1cc(Cl)ccc1Cl)C(Cl)(Cl)Cl)c1ccco1 (configuration not stated)	32	1.1	2	-35	5	1	-1	2.0	28	10
COC(=O)CCn1nnc(-c2ccc(C)cc2)n1	2	.	2	0	-9	-5	6	0.4	-8	-11
O=C(N/N=C/c1cc([N+](=O)[O-])ccc1N1CCCCCC1)c1ccccn1	2	0.1	4	0	-10	-3	4	-0.5	-8	.
COc1ccccc1C(=O)NC(CCSC)C(=O)Nc1ccc(C)c(S(=O)(=O)N2CCOCC2)c1 (configuration not stated)	-2	0.3	.	-1	-3	0	16	-0.3	.	-3
Cc1ccc(OC(=O)c2ccc3nc(C)sc3c2)cc1	2	1.0	-1	5	-3	-18	.	.	24	-16
O=C(CCC(=O)OCC(=O)c1ccccc1)Nc1cccc2cccnc12	6	.	0	5	-1	15	-4	i	20	-4
CCN(CC)Cc1c(O)ccc2c(=O)c(Oc3ccccc3OC)c(C)oc12	6	1.0	-2	-1	5	-221	8	-0.3	16	-8
CC(C)(C)C(=O)Cn1c(NCCCO)nc2ccccc21	-6	.	4	8	6	-2	-8	-0.5	4	-7
Cc1[nH]nc2c1C(c1cccs1)C(C#N)=C(N)O2 (configuration not stated)	11	0.6	-2	-3	-1	-1	10	-0.2	33	-13
COc1cc(NC(=O)CN2C(=O)NC(C)(c3ccc(OC(F)F)cc3)C2=O)cc(OC)c1OC (configuration not stated)	8	1.3	-9	-2	-5	18	-5	-0.2	17	6
CCOC(=O)CNC(=O)COc1coc(CN2CCN(c3ccc(F)cc3)CC2)cc1=O	8	0.7	-4	2	6	-4	-6	-0.3	24	1&1
O=C(Cc1ccccc1)Oc1ccc(N2C(=O)C3CCCCC3C2=O)cc1 (configuration not stated)	8	.	-6	-3	1	-4	1	-0.5	-3	3
CC(=O)Nc1nc(C)c(CCCOc2ccc([N+](=O)[O-])cc2)c(=O)[nH]1	0	1.7	0	1	-3	-6	7	-0.7	27	-16
CC1CCCC(NC(=O)CCn2c(=S)oc3ccccc32)C1C (configuration not stated)	-3	0.6	-2	-3	4	16	-3	-0.4	4	-5
O=C(NCc1ccccn1)c1cc(-c2ccc(-c3ccccc3)cc2)nc2ccccc12	-13	1.0	3	-45	2	-26	15	1.0	0	2
Cc1ccc2c(c1)C(=O)C(=O)N2Cc1ccc(Br)cc1	4	1.0	.	-3	-4	6	-6	i	.	6
O=C(CN1C(=O)C2C3C=CC(C3)C2C1=O)NCCN1CCCc2ccccc21 (configuration not stated)	-25	.	-4	11	-8	3	-7	-0.5	12	-10
CSc1cc(C)n(-c2ccccc2C)c(=S)c1C(C)=O	8	.	-4	8	4	11	-3	-0.1	15	-5
CC(C)SC1=NC(C)(C)C=C(/C=C/c2ccc(Cl)cc2Cl)N1	-2	.	-1	-13	2	5	10	i	20	1
CC(NC(=O)c1ccc2ccccc2n1)c1ccc(Br)cc1 (configuration not stated)	-20	1.0	-1	0	5	14	44	i	22	-16
CC(=O)Nc1ccc(S(=O)(=O)NC(C)c2ccccc2)cc1 (configuration not stated)	12	-0.3	4	.	3	-16	5	0.2	18	-21
CCCCCC1C/C(=N\O)C=C(C)C1C(=O)OC (configuration not stated)	7	0.9	5	-5	-5	1	2	-0.5	4	.
CCOC(=O)C1(Cc2ccc(Cl)cc2)CCN(Cc2cn(CC)nc2C)CC1	11	0.5	-2	1	9	12	2	0.1	17	8
C/C=C(\C)C(=O)NCCN1C2=NC[C@H](C)N2C[C@@H]1Cc1ccc(OC)cc1	10	0.0	-6	-9	2	-13	4	-0.5	0	-8
CC(C)(C)NC(=O)NC(=O)CN1CCN(c2cccc(Cl)c2)CC1	1	0.1	-1	3	1	25	19	i	11	1
CCCC(=O)Nc1ccc(NC(=O)c2ccccc2OC)cn1	0	.	-7	-4	-5	4	-1	-5.9	-4	-10
O=C(Nc1ccc2c(c1)OCCO2)c1cnccn1	5	1.3	-1	-7	6	-1	0	i	33	-12

Screens from PubChem BioAssay.
